# CRFBP-R2 block – CRF-BP/CRF-R2 complex antagonism; 350,000 compounds, 0.59% hits; inhibition, % at 11.8 µM; AID 588475; HEK293 CRF-R2/CRF-BP, CRF-induced calcium fluorescence;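 active = inhibition of the ligand-induced calcium signal above about 50% at the single tested concentration, limit read from the data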
# p-CIP stab down – p/CIP protein destabilization; 290,000 compounds, 0.01% hits; Q05BA5; F442A p/CIP-EGFP cells, EGFP fluorescence, 16 h; decrease of EGFP signal, % at 10 µM;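 active = EGFP signal decrease of at least 30% at 10 µM or well 3 SD below plate mean, unless failing retest; inactive = the rest, including hits failing retest or dose response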; note: some compounds called inactive have numbers as strong as hits; many of its hits are not listed in these tables
# VIM-2 inhibitor – blocks Pseudomonas aeruginosa VIM-2 metallo-beta-lactamase; purified VIM-2, nitrocefin hydrolysis, epi-absorbance fluorescence; inhibition, % at 5.6 µM; 290,000 compounds, 0.89% hits; AID 1527;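 active = inhibition above the mean of all tested compounds plus 3 SD, cutoff set per screening run, cut at about 7.5% in these data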;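 note: red hydrolysis product quenches plate fluorescence so inhibitors raise well fluorescence; 0% = enzyme with DMSO and 100% = DMSO without enzyme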
# IDE inh – inhibits human insulin-degrading enzyme in HEK cells | 320,000 compounds, 0.41% hits | inhibition, % at 5.59 µM | FAbetaB cleavage, fluorescence polarization | P14735;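 active = percent inhibition above the average of all tested compounds plus 3 SD, set per screening campaign, cut at about 16% in these data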;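 note: IDE supplied by intact live HEK cells; FP after avidin binding of uncleaved biotin substrate so inhibition keeps polarization high; 0% = DMSO wells and 100% = 60 µM reference IDE inhibitor Ii1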
# Target sequence (P14735 whole entry, looked up): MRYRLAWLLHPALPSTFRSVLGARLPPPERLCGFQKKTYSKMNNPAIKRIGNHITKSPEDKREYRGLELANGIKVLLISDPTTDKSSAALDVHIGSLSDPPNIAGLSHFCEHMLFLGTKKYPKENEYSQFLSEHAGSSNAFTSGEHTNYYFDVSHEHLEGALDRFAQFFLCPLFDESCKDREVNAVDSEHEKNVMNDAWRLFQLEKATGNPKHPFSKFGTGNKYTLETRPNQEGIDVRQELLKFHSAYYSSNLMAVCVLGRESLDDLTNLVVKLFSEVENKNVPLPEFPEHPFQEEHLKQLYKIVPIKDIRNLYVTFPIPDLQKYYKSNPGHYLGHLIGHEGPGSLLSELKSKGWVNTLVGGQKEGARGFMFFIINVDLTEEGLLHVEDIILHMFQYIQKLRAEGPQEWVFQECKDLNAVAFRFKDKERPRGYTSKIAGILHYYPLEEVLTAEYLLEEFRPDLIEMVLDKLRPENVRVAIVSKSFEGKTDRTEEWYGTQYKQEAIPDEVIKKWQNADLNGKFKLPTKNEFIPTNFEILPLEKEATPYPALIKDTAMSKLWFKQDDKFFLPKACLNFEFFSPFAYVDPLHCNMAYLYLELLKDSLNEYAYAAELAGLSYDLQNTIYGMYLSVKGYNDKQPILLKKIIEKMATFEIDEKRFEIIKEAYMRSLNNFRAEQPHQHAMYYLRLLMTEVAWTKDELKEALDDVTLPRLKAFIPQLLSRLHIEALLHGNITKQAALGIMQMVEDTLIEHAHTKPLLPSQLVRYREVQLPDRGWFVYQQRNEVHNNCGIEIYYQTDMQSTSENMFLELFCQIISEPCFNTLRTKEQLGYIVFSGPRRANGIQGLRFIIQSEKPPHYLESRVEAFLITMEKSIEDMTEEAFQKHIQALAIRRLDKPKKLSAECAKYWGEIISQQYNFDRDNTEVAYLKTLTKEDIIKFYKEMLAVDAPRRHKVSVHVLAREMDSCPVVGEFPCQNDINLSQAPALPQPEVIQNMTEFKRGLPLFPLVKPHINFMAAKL
# NS3 helicase inh – blocks Hepatitis C virus NS3 helicase unwinding. NS3 helicase DNA unwinding, Cy5 molecular beacon fluorescence. inhibition, % at 10.9 µM. 290,000 compounds, 0.56% hits;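 active = inhibition above the mean of all tested compounds plus 3 SD, set per campaign, cut at about 35% in these data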;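 note: 0% = DMSO wells and 100% = thioflavine S control wells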
#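 Control set: DMSO versus 110 µM thioflavine S; Material: NS3 helicase fragment of HCV; Measured by: Cy5 fluorescence at 0 and 60 min, beacon hairpin quenching; Read-out basis: percent inhibition from t60/t0 fluorescence ratio; Times: reaction time 60 min, 25 °C; Repeats: single replicate; Compound dosing: single dose, 10.9 µM nominal final, DMSO 0.8% final.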
# IMP-1 inhibitor – inhibitors of Pseudomonas aeruginosa IMP-1 metallo-beta-lactamase; purified IMP-1, nitrocefin hydrolysis, epi-absorbance fluorescence; inhibition, % at 5.6 µM; 290,000 compounds, 0.45% hits;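 active = inhibition above the mean plus 3 SD of all compounds in the same screening run, cut at about 4.5% in these data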;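 note: 0% = IMP-1 with DMSO and 100% = DMSO wells lacking enzyme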
#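 System: purified recombinant IMP-1 beta-lactamase. Medium: Zinc- and detergent-supplemented HEPES buffer, pH 7.1. Compound: one 5.6 µM dose […]. Schedule: 15 min preincubation plus 25 min reaction at 25 °C. Technique: Epi-absorbance fluorescence, 480 nm excitation, 530 nm emission.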
# GalR3 antag – blocks the human galanin receptor 3; O60755; inhibition, % at 3 µM; HEK293 GalR3-CNG cAMP membrane potential fluorescence; galR3 body fused to GalR1 C-terminus; AID 651719; 360,000 compounds, 0.44% hits;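 active = inhibition above the screen-wide average plus 3 SD, cut at about 13% in these data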;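 note: forskolin and galanin both at EC90 stimulate the cells; cAMP rise reported by CNG channel membrane potential dye signal; 0% = forskolin plus galanin with DMSO and 100% = forskolin alone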
# IDE cell activ – boosts human insulin-degrading enzyme activity in HEK cells; AID 493087; 340,000 compounds, 0.073% hits; activation, % at 5.96 µM; P14735; FAbeta-B cleavage, fluorescence polarization; 0% vehicle, 100% cell-free pure enzyme wells;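 active = activation above the mean of all tested compounds plus 3 SD, set per screening campaign, cut at about 17% in these data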
# SUMO HTRF inh – inhibitors of human SUMOylation (UBC9); P63279; HTRF SUMOylation assay, SAE1/SAE2 + UBC9, in vitro; inhibition, % at 35 µM; 290,000 compounds, 0.36% hits; in the data active = inhibition above about 50%, passing the limit was not always enough; note: strong numbers were not always called active
# * hit, by the source's call; / = no result given. No enrichment for hits; any-hit rate near 3.2%.
SMILES,CRFBP-R2 block,p-CIP stab down,VIM-2 inhibitor,IDE inh,NS3 helicase inh,IMP-1 inhibitor,GalR3 antag,IDE cell activ,SUMO HTRF inh
Cc1nccc(-c2cccc(NC(=O)c3ccccc3Cl)c2)n1,-11,1,-3.1,1,-12,-3.0,3,0,7
Cc1cc(C)nc(NCC(O)COc2ccccc2C)n1 (centres undefined),-3,-9,0.0,-2,-9,0.8,-1,3,5
COc1ccc(CNC(=O)CCS(=O)(=O)Cc2ccc(C)cc2)c(OC)c1,12,-3,0.3,1,0,-0.8,6,1,10
Cc1ccc(S(=O)(=O)CCC(=O)N2CCN(c3ccc([N+](=O)[O-])cc3)CC2)cc1,13,-5,2.5,10,-1,-0.8,-10,0,6
CC(=O)Nc1ccc(SCCCC(=O)c2ccccc2)cc1,13,-4,-1.8,2,-12,-3.0,-8,4,-6
CCOc1nc2ccccc2cc1/C=C/C(=O)O,0,-10,0.0,-2,0,-3.3,-3,4,16
CC1SCC(=O)N(CC(=O)NCCc2ccccc2)C1=O (centres undefined),-1,1,-3.5,0,2,-3.1,1,1,9
CCOc1cc(N2CCOCC2)c(OCC)cc1NC(=O)Cn1cnc2c(=O)n(C)c(=O)n(C)c21,2,8,-2.4,6,3,-2.1,-4,-3,-2
COC(=O)c1ccc2c(c1)NC1=C(C(=O)CC(C)(C)C1)C(c1ccncc1)N2 (centres undefined),-7,-3,-0.7,4,-13,-0.7,4,4,12
COc1ccc(Cc2noc(CN3CCCC(C(=O)c4cccs4)C3)n2)cc1OC (centres undefined),-4,-7,-1.5,4,6,-0.8,-2,7,7
COc1ccc(-c2c(C(C)=O)c(C)n(C)c2C)cc1,3,-6,-2.9,8,-28,0.8,1,8,-27
Nc1ccccc1SCC(O)Cn1ccc2ccccc21 (centres undefined),-24,5,-1.7,-4,-9,-0.7,/,0,-17
CCn1c(C)nc2cc(C(=O)NNC(=O)CCC3CCCCC3)ccc21,16,-7,-0.7,-14,2,-1.8,/,0,-7
COc1cccc(/C=N/NC(=O)CN2CC(c3ccccc3)CC2=O)c1OC (centres undefined),-14,0,-2.0,3,3,-1.3,-5,0,3
COc1ccc(C2C(C(=O)N3CCC(C)CC3)c3ccccc3C(=O)N2C)cc1 (centres undefined),-20,-7,0.2,3,-9,-1.9,-5,6,0
C=CCNC(=O)c1cc(Cl)ccc1[N+](=O)[O-],14,-10,-1.9,-5,-1,-2.8,-2,1,4
O=C(NNS(=O)(=O)c1ccc(Cl)cc1)NC1CCCCC1,-10,-11,-1.4,-7,0,-0.6,-2,-4,13
CCCN(C(=O)COC(=O)CC1CCCCC1)c1c(N)n(Cc2ccccc2)c(=O)[nH]c1=O,-6,/,/,2,/,/,-1,4,/
CC(C)(C)[C@H]1COC(=O)[C@@H](Cc2ccc(F)cc2)CC/C=C/C[C@@H](CC(=O)N[C@H](CO)Cc2ccccc2)C(=O)N1,-23,/,/,-3,/,/,-5,-1,/
O=C(Nc1cccc(-c2nc3ccccc3o2)c1)c1cccnc1,-19,-4,-1.3,6,-5,-0.7,1,-1,2
Cc1cccc(NC(=S)N2CCCCCC2)c1C,-1,-9,0.8,/,-7,0.3,-3,-1,4
COc1cccc(NC(=O)CSC2=NN3CCCC(=O)N=C3S2)c1,6,0,-4.9,7,6,-3.1,-4,4,-14
CCC(=O)OCC(=O)Nc1ccc([N+](=O)[O-])cc1OC,0,12,-1.4,-3,-3,-0.3,2,4,12
O=C(Nc1ccc2nc(C3CC3)n(Cc3ccc(F)cc3)c(=O)c2c1)c1ccco1,-17,-10,-3.1,-5,-4,-2.5,-1,-3,11
Cc1ccc(-c2csc(NC(=O)C3CC(=O)N(Cc4ccco4)C3)n2)cc1 (centres undefined),-5,-6,-0.4,0,-2,-0.7,-1,0,4
CSc1ncc2ncn(C3OC(CO)C(O)C3O)c2n1 (centres undefined),14,-6,0.5,-5,-5,-1.1,-4,-2,3
O=c1[nH][nH]c(-c2ccccc2O)c1C(C[N+](=O)[O-])c1ccc(Cl)cc1Cl (centres undefined),18,-13,1.4,3,3,-2.9,3,3,-1
CN(NC(=O)Nc1ccc(Cl)cc1)c1ncc(C(F)(F)F)cc1Cl,-47,/,-3.1,-2,8,-1.9,-5,1,/
COCCCNC(=O)C1CCC(CNS(=O)(=O)c2ccc(Cl)cc2)CC1 (centres undefined),3,-7,3.7,-6,14,-1.8,-2,-2,-5
COc1ccc(OC)c(NC(=O)CSc2nnc(C3CCCCC3)n2-c2ccccc2)c1,13,-6,-2.0,6,-3,-4.8,-7,-3,24
COc1ccc(NS(=O)(=O)c2cccc(C(=O)N/N=C/c3cn(-c4ccccc4)nc3-c3ccc(OC)cc3)c2)cc1,-9,-13,-1.9,-1,3,-1.8,-6,-7,24
COc1cc(NC(=O)c2noc3c2CCCC3)c(OC)cc1Cl,5,-8,0.5,3,-6,0.7,/,3,26
CCOC(=O)[C@@H](C)N(Cc1ccc(OC)cc1)S(=O)(=O)N(Cc1ccccc1)[C@H](C(=O)OC)C(C)C,1,/,/,0,/,/,-8,3,/
CCN(CC)S(=O)(=O)c1ccc2c(c1)c(=O)c(C(=O)NCCc1ccc(OC)c(OC)c1)cn2C,-30,-7,-1.4,/,0,-3.4,-7,6,9
CC(C)(C)C1=CC(=O)C(=O)C(C(C)(C)C)=C1,14,6,-4.0,9,10,-2.0,/,-1,1
CC(c1ccccc1)N1C(=O)c2ccccc2C1(O)Cc1ccccc1 (centres undefined),-9,-1,-1.4,-3,9,-4.4,-2,-6,-2
Cc1[nH]nc2c1C(c1cccc(OC(=O)N3CCOCC3)c1)C(C#N)=C(N)O2 (centres undefined),6,-7,-2.8,11,-3,-3.8,3,-1,27
N#C/C(=N\Nc1ccc(Cl)cc1)C(N)=S,46,-4,-2.0,11,13,-1.1,-7,5,11
Cc1ccccc1NC(=O)CN1C(=O)c2ccccc2C1=O,5,-6,0.1,2,1,0.0,-5,6,14
Cc1ccc(/C=N/NC(=O)CN2CCN(Cc3ccccc3)CC2)s1,-1,-8,-3.6,-4,10,-3.1,-1,2,9
COc1cccc2cc(-c3cc(=O)oc4cc(C)c(OCC(C)=O)cc34)oc12,10,5,2.0,4,24,0.8,1,5,2
O=C(NCCC1=CCCCC1)C1CCN(S(=O)(=O)c2cccc(C(F)(F)F)c2)CC1,11,/,/,1,/,/,-2,3,/
O=C(CC(=O)N/N=C\c1c(Cl)cccc1Cl)NCc1ccccc1,-33,-15,4.2,5,2,-1.0,-3,6,9
O=C(Nc1cccc(Cl)c1)c1ccc(=O)[nH]n1,-4,-6,1.9,3,5,1.2,-10,-4,-3
CCOC(=O)N1CCN(c2nc(-c3cccs3)nc3ccccc23)CC1,-18,-8,4.1,-4,-21,-2.0,-8,-4,8
Cc1nnc(C)n1/N=C/c1ccccc1,10,-15,-1.5,2,0,-2.3,-7,4,-1
CC(=O)c1cccc(NC(=O)C=C(C)C)c1,-6,-6,-3.3,3,0,-2.4,-1,-1,11
O=C(CSc1nc2ccccc2c(=O)n1-c1ccccc1Cl)NCC1CCCO1 (centres undefined),-4,/,/,-3,/,/,-5,-2,/
CC(NC(=O)NNC(=O)c1ccncc1)(C(F)(F)F)C(F)(F)F,7,-2,-1.7,-3,-6,-2.0,4,0,14
Cc1ccc(CNC(=O)C(=O)NCC2OCCN2C(=O)c2ccc(Cl)cc2)cc1 (centres undefined),-60,4,0.4,2,3,0.3,/,-4,-4
Cc1cc2oc(C(=O)Nc3ccc(S(=O)(=O)Nc4ncccn4)cc3)cc(=O)c2cc1Cl,6,1,0.2,-2,-1,-1.9,1,3,8
O=C(c1ccccc1)c1sc(N2CCCCCC2)nc1-c1ccccc1,20,4,-3.3,2,-13,-3.0,-2,8,-30
CC1(C)CC(=O)C(C=Nc2cccnc2)=C(O)C1,2,-20,-1.0,5,13,-3.0,-4,2,24
CCOC(=O)Cc1csc(N/N=C/c2ccc(C(F)(F)F)cc2)n1,15,2,-1.4,5,0,-2.0,-5,-1,15
COc1ccccc1/C=N/OCC(=O)NCc1ccc2c(c1)OCO2,5,-13,-2.4,1,12,0.4,-2,2,-2
CCOC(=O)C1CCCN(C(=O)C(C)(C)Oc2ccc(Cl)cc2)C1 (centres undefined),-2,-7,-4.0,-1,-14,-2.1,-3,-4,11
CC(=O)CSc1ncnc2sc3c(c12)CCC(C)C3 (centres undefined),-18,-7,0.7,1,-1,-2.7,-7,-4,12
CCCOC(=O)NC(CC)COC(=O)Nc1cccc(C)c1C (centres undefined),9,-13,1.0,-2,0,2.4,1,1,-18
CC(C)c1nnc(NC(=O)c2ccc(S(=O)(=O)N3CCOCC3)cc2)s1,7,-12,-1.5,-1,4,-2.5,/,5,-4
CCc1cc(=O)n2[nH]c(C)c(-c3ccccc3OC)c2n1,29,4,-7.0,3,-11,-3.6,/,8,-6

# Entries listed so far that have a furan ring, fused or not (3):
SMILES,CRFBP-R2 block,p-CIP stab down,VIM-2 inhibitor,IDE inh,NS3 helicase inh,IMP-1 inhibitor,GalR3 antag,IDE cell activ,SUMO HTRF inh
O=C(Nc1ccc2nc(C3CC3)n(Cc3ccc(F)cc3)c(=O)c2c1)c1ccco1,-17,-10,-3.1,-5,-4,-2.5,-1,-3,11
Cc1ccc(-c2csc(NC(=O)C3CC(=O)N(Cc4ccco4)C3)n2)cc1 (centres undefined),-5,-6,-0.4,0,-2,-0.7,-1,0,4
COc1cccc2cc(-c3cc(=O)oc4cc(C)c(OCC(C)=O)cc34)oc12,10,5,2.0,4,24,0.8,1,5,2

# Next structures:
SMILES,CRFBP-R2 block,p-CIP stab down,VIM-2 inhibitor,IDE inh,NS3 helicase inh,IMP-1 inhibitor,GalR3 antag,IDE cell activ,SUMO HTRF inh
CCOC(=O)C1(CCCc2ccccc2)CCN(C(=O)CCn2cnnn2)CC1,-15,-6,-1.2,1,2,-1.8,6,-4,5
CC1Nc2ccccc2C(=O)N1NC(=O)c1ccc(Br)cc1 (centres undefined),-4,-11,-2.1,-1,-5,1.7,4,0,-2
Cc1ccc(N2C(=O)c3cccc4c(N5CCN(C)CC5)ccc(c34)C2=O)c2cccnc12,-73,-103,3.7,0,-11,3.9,/,/,40
O=C1NC(=O)C2C1C(c1ccccc1)N1C3C(=O)NC(=O)C3C(c3ccccc3)N21 (centres undefined),20,-10,-4.5,7,9,-5.3,1,-2,12
Cc1ccccc1C(=O)N=c1c(C#N)cc2c(=O)n3cccc(C)c3nc2n1Cc1ccco1,/,-14,0.5,9,9,-1.9,/,/,22
O=C(/C=C/c1ccc2c(c1)OCO2)NCC1CCCO1 (centres undefined),-3,-4,-4.8,3,10,-4.0,-5,2,29
CCOc1ccc(N2CC(C(=O)NCCN3C(=O)S/C(=C\c4ccc(OC)c(OC)c4)C3=O)CC2=O)cc1 (centres undefined),8,-16,-4.3,-5,-24,-2.6,-2,2,-8

# Compound activity from PubChem.
